Source: PubChem BioAssay (several laboratories)
IL1B NFkB inh: blocks IL-1B driven NFkB nuclear translocation in HUVEC cells; 94,000 compounds, 0.43% hits; HUVEC IL-1B NFkB p65 nuclear translocation imaging; inhibition, % at 2 µM;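 active means inhibition above about 30% together with a positive call from visual inspection of the well image, limit read from the data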;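 further: nuclear over cytoplasmic p65 intensity ratio measured by imaging; 0% = IL-1B stimulated DMSO wells and 100% = unstimulated DMSO wells; values of inactives mirror those of a sister screen read the other way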
IL1B NFkB pot: enhances IL-1B driven NFkB nuclear translocation | HUVEC IL-1B NFkB p65 nuclear translocation imaging | activation, % at 2 µM | 94,000 compounds, 0.3% hits | AID 819;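 active means activation above 40%, about the mean plus 3 SD, also judged a hit on visual image review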;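 further: percent activation is computed from the nuclear over cytoplasmic p65 intensity ratio; values of inactives mirror those of a sister screen read the other way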
Bcl-B TR3 displacers: displacers of TR3 peptide from Bcl-B, primary screen, selectivity assay for Bfl-1 inhibitor project, biochemical, fluorescence polarization. displacement, % at 20 µM, or IC50 in µM where a hit was titrated. FP displacement of FITC-TR3 peptide from Bcl-B; higher % means a stronger effect. 96,000 compounds, 0.11% hits;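 active means displacement above 50% at 20 µM plus a fluorescence interference ratio under 1.5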;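 further: plate controls were wells without compound for no effect and wells lacking Bcl-B protein for full effect; a part of the inactive calls stands beside numbers as strong as those of hits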
PLAP inhibitors HTS: PLAP enzyme inhibitors, biochemical, luminescence, HTS (AID 690); inhibition, % at 20 µM, or IC50 in µM where a hit was titrated; purified PLAP, luminescent substrate; higher % means a stronger effect; 96,000 compounds, 0.08% hits; in the data active means a potency from the dose series; inactive means the rest, 99 in 100 with inhibition below about 30%; further: strong numbers were not always called active
MRP reversal: compounds reversing MRP-mediated drug resistance | differential viability (reversal), % at 10 µM | 85,000 compounds, 0.04% hits | H69AR cells + 2 uM doxorubicin, CellTiter-Glo, 72 h | AID 602;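 active means viability drop by adding the cancer drug above about 55%, with treated viability meeting a 40% cutoff, limit read from the data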;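 further: viability without doxorubicin minus viability with 2 µM doxorubicin for each compound; larger differential means the compound sensitizes cells more to doxorubicin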
MRP reversal cytotoxicity: also measured in MRP reversal; calls as there; viability, %; H69AR cells, CellTiter-Glo, 72 h; measured here: cytotoxicity without doxorubicin
MRP reversal with doxorubicin: second read-out of MRP reversal, no call of its own (marks repeat the call); viability, %; measured here: viability with 2 uM doxorubicin; stronger effect = lower value
IL1B NFkB inh cell count 2 µM: also measured in IL1B NFkB inh; calls as there; cell count; measured here: cells passing quality filter;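 raw number of nuclei counted in each imaged well without normalization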
IL1B NFkB pot cell count 2 µM: recorded beside IL1B NFkB pot, whose call it bears; cell count; measured here: cells passing quality filter
* = called active by the depositor; · = no result given. An excerpt; the hit share may differ from the screen's.

SMILES	IL1B NFkB inh	IL1B NFkB inh cell count 2 µM	IL1B NFkB pot	IL1B NFkB pot cell count 2 µM	Bcl-B TR3 displacers	PLAP inhibitors HTS	MRP reversal	MRP reversal cytotoxicity	MRP reversal with doxorubicin
Brc1cccc(-c2nnc(SCc3ccon3)n2-c2ccccc2)c1	2	190	-3	190	1%	-14%	-9	69	78
O=C(CSc1nnnn1C1CCCCC1)NCc1ccccc1	11	159	-11	159	-3%	-1%	-1	92	94
CCc1noc(C)c1C(=O)Nc1sc(C(=O)N(C)C)c(C)c1C(=O)OC	-6	90	6	90	6%	-40%	2	65	62
CCOc1ccc(NC(=O)Nc2ccc3c(c2)N(C)C(=O)CS3)cc1	·	·	·	·	1%	-13%	-17	63	80
OCC1N=C(c2ccccn2)OC1c1ccccc1 (stereo not drawn)	-10	187	10	187	1%	-2%	·	·	·
COc1ccc(OC)c(NC(=O)CCn2cccc2)c1	-6	106	6	106	3%	8%	-3	91	94
Cc1sc(NC(=O)CSc2nnc(-c3ccc(F)cc3)o2)c(C#N)c1C	-3	167	3	167	-167%	-24%	-18	46	63
Cc1nc2ccc(S(=O)(=O)NCC(=O)N3CCCC(C)C3)cc2s1 (stereo not drawn)	-21	124	21	124	4%	-7%	-5	100	105
Cn1c(Cn2c(=O)sc3ccccc32)nnc1SCc1cccnc1	-8	183	7	183	0%	11%	10	92	82
CCCC(=O)NC(=S)Nc1ccccc1F	3	203	-3	203	-7%	-1%	·	·	·
O=C(CSc1nc(-c2cccs2)cc(C(F)(F)F)n1)NCc1ccccc1	-22	173	20	73	-15%	23%	-3	49	52
COc1ccc2cc(CCNC(=O)CC(C)(C)C)c(=O)[nH]c2c1	-10	124	10	124	·	·	-1	101	102
COc1ccc(C(C(=O)NC2CCCCC2)N(CC2CCCO2)C(=O)C2COc3ccccc3O2)cc1OC (stereo not drawn)	0	116	0	116	·	·	-3	85	87
COC(=O)c1ccc(Cn2c(O)c(N=O)c3ccccc32)o1	5	110	-5	110	-4%	2%	2	99	97
CCCC(=O)N(C)c1nnc(-c2ccc(OC)cc2)s1	0	173	0	173	-7%	21%	-1	87	87
CCOC(=O)Cc1csc(NC(=O)CCNS(=O)(=O)c2ccc3c(c2)CCC(=O)N3)n1	-7	130	7	130	1%	-1%	-5	98	103
CCOC(=O)c1oc2cc(O)cc(C)c2c(=O)c1-c1cscn1	-8	116	8	116	-8%	-19%	4	82	78
Cc1oc(-c2ccccc2)cc1C(=O)Nc1ccccc1	-5	146	5	146	-18%	27%	-1	81	81
CCOC(=O)c1ccc(NS(=O)(=O)c2ccc3[nH]c(=O)[nH]c3c2)cc1	-6	124	6	124	10%	-23%	0	96	96
Cc1cc(NC(=O)CN2CCOCC2)n(-c2nc3ccccc3s2)n1	-14	152	14	152	-7%	11%	-11	94	105
CCOC(=O)C(C(=O)Nc1nccs1)C1CCCCC1 (stereo not drawn)	-18	185	18	185	-24%	11%	14	112	98
Cc1cccc(N=C2NC(=O)CS2)c1	-16	170	16	170	3%	-21%	6	94	88
O=C(CNC(=O)c1ccccc1)NCCc1nc2ccccc2[nH]1	-12	193	12	193	-2%	11%	9	89	80
Cc1nc2ccc(S(=O)(=O)NC(C(=O)NCc3ccco3)C(C)C)cc2s1 (stereo not drawn)	·	·	·	·	-5%	-2%	·	·	·
CCOC(=O)Cn1c(C(=O)OCC)cc2sccc21	·	·	·	·	-1%	-10%	-12	103	115

(list continues)
SMILES	IL1B NFkB inh	IL1B NFkB inh cell count 2 µM	IL1B NFkB pot	IL1B NFkB pot cell count 2 µM	Bcl-B TR3 displacers	PLAP inhibitors HTS	MRP reversal	MRP reversal cytotoxicity	MRP reversal with doxorubicin
COC(=O)c1sc(S(=O)(=O)N2CCN(c3ccccc3)CC2)c(C(=O)OC)c1C	-6	137	6	137	-3%	-36%	-3	77	80
CN(C)C(=O)C1OC(C)(C)OC1C(=O)N(C)C (stereo not drawn)	8	124	-9	124	15%	14%	0	93	93
Cc1cc(NC(=O)COC(=O)c2ccc(S(=O)(=O)N3CCCc4ccccc43)cc2)no1	-3	234	3	234	-15%	-6%	-19	23	42
COc1cccc2cc(-c3nnc(SCC(=O)Nc4nc(C)cs4)n3C)oc12	8	76	-8	76	14%	-3%	2	82	81
CC1CCN(CCNC(=O)CCS(=O)(=O)c2ccc(Br)cc2)CC1	·	·	·	·	5%	-22%	-3	84	87
O=S(=O)(c1ccccc1)N(CC(O)CN1CCCCC1)c1ccccc1 (stereo not drawn)	0	192	0	192	·	-89%	12	100	88
Cn1c2ccccc2c(=O)c2c(=O)n(C3CCCCC3)c(-c3cccs3)nc21	15	177	-15	177	-9%	15%	-10	34	45
CCOP(=O)(c1ccc(N(C)C)cc1)C(O)c1ccccc1 (stereo not drawn)	-13	206	13	206	2%	-5%	8	95	87
O=C(NCCC1=CCCCC1)C1CCN(S(=O)(=O)c2ccc(-n3cnnn3)cc2)CC1	14	147	-14	147	7%	-34%	-4	86	90
Cc1ccc(C)c(NS(=O)(=O)c2cc(C(=O)Nc3ccccc3-c3ccccc3)ccc2Cl)c1	2	106	-2	106	4%	-14%	·	·	·
Cc1ccc(S(=O)(=O)Nc2ccc(Br)cc2/C=N/n2cnnc2)cc1	-2	186	2	186	2%	-47%	-11	71	82
Cc1cc(C)nc(SCC(=O)N/N=C/c2cccn2-c2cccc(C(F)(F)F)c2)n1	13	178	-13	178	0%	-52%	22	95	73
Cc1ccccc1OC1C(=O)N(Cc2ccc3c(c2)OCO3)C1c1sccc1C (stereo not drawn)	-11	161	2	166	7%	10%	·	·	·
CCOc1ccc(NC(=O)c2nnn(CC(=O)Nc3ccccc3OC)c2N)cc1	8	182	-8	182	-2%	11%	-7	80	87
CCn1c(O)c(C(C#N)=C2N=c3ccccc3=N2)c2ccccc21	-7	176	7	176	4%	-6%	·	·	·
O=C1CCCC(O)=C1C=NCCc1ccccc1	-24	198	24	198	6%	12%	-4	93	98
Cc1ccnc(N/N=C/c2ccco2)n1	-14	110	14	110	1%	10%	2	97	94
COCCn1c(SCc2nc(N)nc(Nc3ccccc3C)n2)nc2ccccc2c1=O	-26	130	26	130	-1%	-28%	-17	41	58
COc1cc(=O)[nH]c(=O)n1CC(=O)c1ccccc1	8	141	-7	141	·	·	·	·	·
COc1cccc(C(=O)Nc2cc(C(=O)NCCc3ccccc3)ccc2Cl)c1	6	151	-6	151	0%	36%	·	·	·
C=C(C)Cn1c(CCNC(=O)C(C)C)nc2ccccc21	0	99	0	99	0%	-2%	10	97	86
O=[N+]([O-])c1ccc(N2CCCCC2)c(Cl)c1N1CCCCC1	3	135	-3	135	1%	40%	·	·	·
CC(C)C(=O)Nc1cccc(C(=O)Nc2nnc(C(C)(C)C)s2)c1	4	172	-4	172	3%	3%	-13	70	83
COc1ccc(N=Cc2c[nH][nH]c2=O)cc1	-1	154	1	154	-3%	11%	·	·	·
COCCn1nnnc1C(c1ccc(OC)cc1OC)N1CCN(c2ccccc2)CC1 (stereo not drawn)	1	84	-1	84	17%	-46%	6	100	94

(further entries)
SMILES	IL1B NFkB inh	IL1B NFkB inh cell count 2 µM	IL1B NFkB pot	IL1B NFkB pot cell count 2 µM	Bcl-B TR3 displacers	PLAP inhibitors HTS	MRP reversal	MRP reversal cytotoxicity	MRP reversal with doxorubicin
O=C(Nc1nnc(-c2cccs2)o1)c1ccco1	15	154	-15	154	2%	9%	-19	80	98
COc1ccccc1OCC(=O)NNC(=S)NC(=O)c1ccco1	-8	161	8	161	2%	-72%	·	·	·
O=C(CCC(=O)Nc1nnc(C2CCCCC2)s1)NCc1cccs1	-18	123	18	123	16%	0%	15	94	79
CCc1ccc2[nH]c(=O)c(C(c3nnnn3CCOC)N3CCN(c4ccccc4F)CC3)cc2c1 (stereo not drawn)	8	175	-8	175	-8%	-58%	-10	85	94
COc1ccc(/C(C)=N/NC(=O)c2ccc(N(C)C)cc2)cc1	-6	186	6	186	-5%	4%	·	·	·
COc1cccc(NC(=O)Cn2c(=O)oc3ccccc32)c1	8	150	-8	150	-12%	13%	·	·	·
COC(=O)c1cc(NC(=O)c2cc(C)oc2C)cc(C(=O)OC)c1	-6	133	6	133	·	·	10	77	68
COc1ccccc1CNC(=O)C(CCSC)NS(=O)(=O)c1ccc2c(c1)oc(=O)n2C (stereo not drawn)	-4	89	4	89	-11%	0%	12	106	94
CC1(C)CC(=O)C=C(N=CC2=C(O)CC(C)(C)CC2=O)C1	10	158	-10	158	-10%	-23%	0	89	89
CN(C)c1cccc(NC2=CC(=[N+]3CCOCC3)CC(C)(C)C2)c1	-10	65	10	65	20%	22%	8	84	76
Cc1cc(Cl)c(S(=O)(=O)N2CCN(c3ccccc3)CC2)cc1OCC(N)=O	-6	102	6	102	·	·	25	100	75
O=C(CN1CCCC1)Nc1ccccc1Cl	15	86	-15	86	-3%	7%	7	97	90
CCC1=NC(c2ccccc2Cl)N(O)C1(C)C (stereo not drawn)	-6	138	6	138	-19%	15%	-28	62	90
O=C(COC(=O)c1cc([N+](=O)[O-])ccc1NCc1ccccc1)NC1CCCc2ccccc21 (stereo not drawn)	-2	76	2	76	5%	21%	5	38	32
COc1cccc(C2CC(c3cccc(Br)c3)n3nc(N)nc3N2)c1 (stereo not drawn)	·	·	·	·	2%	-14%	2	98	96
Cc1cc(Nc2ncc(Cl)cc2Cl)n[nH]1	-3	165	3	165	11%	-89%	3	96	93
CCOc1ccc(OCC)c(NC(=O)C2CCCN(c3ncccn3)C2)c1 (stereo not drawn)	-6	73	6	73	-9%	-5%	-14	56	70
Cc1ccc(C(C(=O)NC2CCCCC2)N(C(=O)c2csnn2)C2CC2)o1 (stereo not drawn)	2	170	-2	170	4%	7%	6	96	90
